ABCB6 inh 2 – ABCB6 transporter inhibitors, primary screen, K562-ABCB6 cells, flow cytometry, MLPCN library. ATP-binding cassette sub-family B member 6 (Homo sapiens), Q9NP58. K562-ABCB6 porphyrin accumulation, 1 h; hits give low values. fluorescence ratio to DMSO, % at 10 µM. 360,000 tested, 0.19% active;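 active = fluorescence ratio to DMSO below 75%, the collection mean minus 3 SD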;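 also: signal is porphyrin accumulated inside mitochondria; 100% equals median channel fluorescence of DMSO control wells; lower ratio means ABCB6 inhibition with less porphyrin fluorescence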
PDI inh – inhibitors of human PDI, primary screen, biochemical, turbidity, single point, plate reader. Protein disulfide-isomerase (Homo sapiens), P07237. 350,000 tested, 0.052% active. inhibition, % at 10 µM. AID 588391, 2011. PDI insulin aggregation turbidity, A650, 90 min;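 active = mean inhibition across replicates of 30% or more, whatever share of single replicates reach that level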;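 also: absorbance from insulin aggregation driven by PDI reduction with DTT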
N-glyco inh – increase of ERlucT glycosylation luciferase signal, primary screen, N-linked glycosylation inhibitor project, D54 ERlucT cells, luminescence, set 2. D54 ERlucT glycosylation luciferase reporter, 24 h; percent of 100 nM tunicamycin response. reporter increase, % at 12.5 µM. 360,000 tested, 0.23% active;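 active = mean luciferase reporter signal, scaled so untreated is 0 and the glycosylation-blocking control 100, at or above a set limit in every replicate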;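 also: luciferase carries N-glycosylation sites so blocking glycosylation raises the light; 0% = median of neutral control wells and 100% = median of 100 nM tunicamycin wells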
CaV13 ICDI inh – Disruptors of the CACNA1D IQ motif to Ca2+-dependent inactivation inhibitor domain association, primary screening, Förster resonance energy transfer in intact living … | 340,000 tested, 0.098% active | inhibition, % at 12.3 µM | HEK cells, CFP/YFP FRET ICDI-IQ, plate reader, 10 min; percent FRET-ratio fall versus neutral wells;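 active = mean replicate inhibition of at least 30% and at least 1% of replicates passing that level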;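 also: 0% = median of the neutral control wells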
H9c2 protect – cardioprotection against H2O2-induced cell death, primary screen, uHTS, H9c2 cells, ATPLite luminescence; H9c2 cardiomyocytes, H2O2 injury protection, 2 h; protection from H2O2 cell death, % at 20 µM; 360,000 tested, 0.63% active;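 active = compounds giving at least 50% protection of heart cells from peroxide-induced death in the single-dose screen, raw or plate-pattern-corrected value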;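 also: 0% = DMSO wells with peroxide and 100% = DMSO wells without peroxide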
MC4R barr agon – MC4R agonists recruiting beta-arrestin, primary screen, cell-based, luminescence, agonist arm of biased-ligand search | Melanocortin receptor 4 (Homo sapiens), P32245 | 360,000 tested, 0.98% active | U2OS MC4R beta-arrestin complementation; percent of melanotan II response, DMSO zero | activation, % at 8.9 µM;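 active = activation above a per-plate cutoff, the mean activation of sample wells on that plate plus 3 SD, cut at about 8% in these data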
Target sequence (P32245 whole entry, looked up): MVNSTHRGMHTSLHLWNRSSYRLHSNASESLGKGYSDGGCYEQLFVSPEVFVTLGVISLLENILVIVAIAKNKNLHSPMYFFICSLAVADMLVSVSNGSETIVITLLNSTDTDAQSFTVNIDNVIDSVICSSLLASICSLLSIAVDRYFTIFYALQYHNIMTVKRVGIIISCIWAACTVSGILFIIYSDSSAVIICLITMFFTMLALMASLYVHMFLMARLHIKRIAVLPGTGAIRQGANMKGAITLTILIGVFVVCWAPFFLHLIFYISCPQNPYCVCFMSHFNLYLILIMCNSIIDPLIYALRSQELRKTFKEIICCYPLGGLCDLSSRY
ABHD5 PLIN5 PPI – ABHD5-PLIN5 interaction inhibitors, primary screen, cell lysate, split luciferase complementation, luminescence. Split G. princeps luciferase complementation, 4 h. inhibition, % at 4 µM. 360,000 tested, 0.78% active. AID 602281, 2012;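 active = inhibition above the mean inhibition across every tested compound plus 3 SD, cut at about 22% in these data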;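 also: 0% = DMSO only wells and the 100% control is not disclosed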
m5-HT2A agonist – mouse Htr2a agonists via beta-arrestin recruitment, primary screen, cell-based, luminescence; CHO-K1 mHTR2A beta-arrestin complementation; percent of 30 µM serotonin response; activation, % at 7.6 µM; 360,000 tested, 0.66% active;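 active = activation above a run cutoff, the mean activation of all tested compounds plus 3 SD, cut at about 14% in these data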;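 also: 0% = plate median of compound wells and 100% = 30 µM serotonin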
Target sequence (P35363 whole entry, looked up): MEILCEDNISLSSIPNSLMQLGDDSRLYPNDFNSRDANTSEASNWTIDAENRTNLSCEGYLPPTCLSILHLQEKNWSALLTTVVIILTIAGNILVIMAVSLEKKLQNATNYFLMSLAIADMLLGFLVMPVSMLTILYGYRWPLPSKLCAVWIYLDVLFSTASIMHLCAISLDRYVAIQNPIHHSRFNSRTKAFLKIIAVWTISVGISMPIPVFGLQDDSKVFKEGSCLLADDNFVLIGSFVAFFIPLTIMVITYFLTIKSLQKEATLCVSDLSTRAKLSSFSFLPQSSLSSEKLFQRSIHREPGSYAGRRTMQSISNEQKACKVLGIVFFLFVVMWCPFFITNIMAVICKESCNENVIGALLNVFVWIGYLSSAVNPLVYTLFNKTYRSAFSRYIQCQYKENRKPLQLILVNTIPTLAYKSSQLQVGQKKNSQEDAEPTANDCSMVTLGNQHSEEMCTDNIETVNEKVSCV
Granule exo inh – LAMP-1 surface exposure blockers, TALL-104 cells – cell-based, flow cytometry, MLPCN library, primary screen; inhibition, % at 10 µM; 360,000 tested, 0.66% active; TALL-104 LAMP-1 surface exposure; cells stimulated with thapsigargin and PMA;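 active = inhibition above about 55%, limit read from the data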
MC4R antagonist – MC4R antagonists of cAMP signaling, primary screen, cell-based, TR-FRET, antagonist arm of biased-ligand search; Melanocortin receptor 4 (Homo sapiens), P32245; MC4R-expressing cells, MTII-stimulated cAMP, LANCE TR-FRET; inhibition, % at 6.5 µM; 360,000 tested, 0.48% active;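 active = inhibition above its plate's cutoff, the mean of tested wells on that plate plus 3 SD, cut at about 29% in these data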;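 also: 0% = Melanotan II alone and 100% = Melanotan II plus saturating MCL0020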
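Material: human MC4R-expressing U2OS cells. Probe or stimulus: Melanotan II challenge. Dosing: 6.5 µM single dose. Times: 30-min compound, 1-h challenge, 1-h detection, room temperature. Technique: TR-FRET with Eu-cAMP and labeled anti-cAMP, 671 nm. Replication: singlicate.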
* hit, by the source's call; x = no result given. The order is random. About 4.2% of those tested had a hit in this group.

SMILES	ABCB6 inh 2	PDI inh	N-glyco inh	CaV13 ICDI inh	H9c2 protect	MC4R barr agon	ABHD5 PLIN5 PPI	m5-HT2A agonist	Granule exo inh	MC4R antagonist
O=C1CCCCC1Sc1ccc(Cl)cc1[N+](=O)[O-] (stereo unspecified)	97	-2	1	-5	7	-1.6	-12	10	-4	5
O=C(NC(=S)Nc1ccc([N+](=O)[O-])cc1O)C1CCCCC1	102	-3	2	-6	-6	-3.0	-2	1	1	-2
COc1ccccc1-c1noc2c1C(=O)N(C(=O)OC(C)(C)C)CC2	97	3	0	-4	19	0.0	1	2	0	1
C=C1C(=O)OC2C=C(CO)CCC=C(CO)CC(OC(=O)C(C)C)C12 (stereo unspecified)	101	-3	-4	-7	-18	-2.8	21	0	19	7
CCN(CC(=O)N1CCOCC1)S(=O)(=O)c1ccc(Cl)cc1	96	4	2	-6	0	-1.9	-1	3	2	11
O=C(O)CCCCCNC(=O)Nc1ccc2c(c1)OCCO2	96	-7	5	-7	10	0.0	6	2	-2	3
O=C(N/N=C/c1ccc([N+](=O)[O-])o1)c1ccccc1-n1cccc1	95	-11	11	-7	-1	-3.0	2	-4	-20	-11
O=C(/C=C/c1ccc(Br)cc1)c1ccco1	102	-12	8	-5	-5	-3.1	79*	-6	13	-1
Cc1ccc(C2(C)NC(=O)N(CC(=O)N3CCN(S(=O)(=O)c4cccc([N+](=O)[O-])c4)CC3)C2=O)cc1 (stereo unspecified)	85	3	5	-2	3	-1.1	-9	9	-4	0
O=c1nc2sc3ccccc3n2c(=O)n1-c1ccc(Cl)cc1	99	-1	-1	1	-9	-0.5	-10	-2	16	-4
CCc1ccc(C(C)NC(=O)c2ccc(F)cc2)cc1 (stereo unspecified)	101	13	-2	x	-2	1.1	-1	0	4	8
COc1ccc(CNC(=O)CSc2nc3ccc(C)cc3[nH]2)cc1OC	96	0	2	-5	1	-0.2	6	-3	43	-1
CCOC(=O)C1(Cc2cccc(OC)c2)CCN(C(C)COC)CC1 (stereo unspecified)	100	-1	-1	-4	8	-1.9	-5	-2	0	-3
Cc1ccc2c(c1)c(C)c(C)n2CC(O)Cn1nc(C)cc1C (stereo unspecified)	118	1	1	-4	19	0.8	2	-2	-1	4
Cc1ccc(-c2ccc(=O)n(CC(=O)NCCN(CC(C)C)CC(C)C)n2)cc1	95	-4	-3	-7	-4	-0.2	2	4	30	5
CCOC(=O)CCSc1nnc(-c2cccnc2)n1-c1ccccc1OC	95	-4	0	x	15	-1.4	-5	2	-3	1
CCCCc1cc(=O)oc2c(C)c(OCC(=O)N3CCCC3)ccc12	107	-16	-1	-6	-2	1.1	17	1	2	5
O=[N+]([O-])c1ccc(C=NNC(=S)Nc2ccc(F)cc2)cc1	97	-7	-1	-10	1	4.3	-5	-4	4	6
O=C(Nc1nonc1-c1ccc(Cl)cc1)c1ccco1	104	-5	1	-14	-4	-3.0	-2	-1	-2	3
COc1ccc2cc(C(=O)C3CCCN(C(=O)c4cc5nc(C)cc(C)n5n4)C3)ccc2c1 (stereo unspecified)	98	-1	0	-6	6	-1.0	-10	5	-1	15
CCOc1ccccc1NC(=S)N1CCN(c2nc(-c3ccc(F)cc3)cs2)CC1	100	-3	-2	-6	-10	-5.0	-6	10	6	4
CC1(C)CC(=O)C=C(Nc2ccc(F)cc2)C1	100	-1	-1	-8	-1	-1.1	-1	-6	3	7
COc1cccc(OC)c1NC(=O)c1nc2c(nnn2Cc2ccccc2Cl)c(=O)[nH]1	95	2	1	-18	-14	-3.1	-1	3	3	18
Cc1ccc(O)c(C(=O)c2cnn(C(=O)COc3ccc(Cl)cc3)c2)c1	101	-8	-7	-4	0	0.4	3	-3	-2	-2
CC1CCN(CCCn2c(=S)[nH]c3c(sc4ccc([N+](=O)[O-])cc43)c2=O)CC1	102	5	1	-1	-2	0.5	-6	1	1	13
O=C(CCNC(=O)c1ccco1)NCCc1ccc(Cl)cc1	103	-1	0	-7	1	1.4	12	-6	23	-5
O=C(c1ccc(Cl)cc1)N1CCn2c1nc1ccccc12	89	0	0	-16	-10	-1.9	-4	3	4	1
CC(=O)/C(=N/Nc1cccc(C)c1)N1CCOCC1	98	-2	3	-6	-1	-1.4	-3	0	-2	0
CCC(=O)Nc1ccc(Br)c(Cl)c1	83	5	-1	-6	-7	-2.2	5	-1	-1	2
CSc1nncc(-c2ccccc2)n1	93	7	3	-2	8	-2.8	-7	1	-1	6

Sorted by formula weight (highest first): part of the list above
SMILES	ABCB6 inh 2	PDI inh	N-glyco inh	CaV13 ICDI inh	H9c2 protect	MC4R barr agon	ABHD5 PLIN5 PPI	m5-HT2A agonist	Granule exo inh	MC4R antagonist
Cc1ccc(C2(C)NC(=O)N(CC(=O)N3CCN(S(=O)(=O)c4cccc([N+](=O)[O-])c4)CC3)C2=O)cc1 (stereo unspecified)	85	3	5	-2	3	-1.1	-9	9	-4	0
CC1CCN(CCCn2c(=S)[nH]c3c(sc4ccc([N+](=O)[O-])cc43)c2=O)CC1	102	5	1	-1	-2	0.5	-6	1	1	13
Cc1ccc(-c2ccc(=O)n(CC(=O)NCCN(CC(C)C)CC(C)C)n2)cc1	95	-4	-3	-7	-4	-0.2	2	4	30	5
Cc1ccc(O)c(C(=O)c2cnn(C(=O)COc3ccc(Cl)cc3)c2)c1	101	-8	-7	-4	0	0.4	3	-3	-2	-2
CCCCc1cc(=O)oc2c(C)c(OCC(=O)N3CCCC3)ccc12	107	-16	-1	-6	-2	1.1	17	1	2	5
O=c1nc2sc3ccccc3n2c(=O)n1-c1ccc(Cl)cc1	99	-1	-1	1	-9	-0.5	-10	-2	16	-4
O=C(NC(=S)Nc1ccc([N+](=O)[O-])cc1O)C1CCCCC1	102	-3	2	-6	-6	-3.0	-2	1	1	-2
O=C(O)CCCCCNC(=O)Nc1ccc2c(c1)OCCO2	96	-7	5	-7	10	0.0	6	2	-2	3
O=C(Nc1nonc1-c1ccc(Cl)cc1)c1ccco1	104	-5	1	-14	-4	-3.0	-2	-1	-2	3
O=C(/C=C/c1ccc(Br)cc1)c1ccco1	102	-12	8	-5	-5	-3.1	79*	-6	13	-1
CC(=O)/C(=N/Nc1cccc(C)c1)N1CCOCC1	98	-2	3	-6	-1	-1.4	-3	0	-2	0

(listing goes on)
SMILES	ABCB6 inh 2	PDI inh	N-glyco inh	CaV13 ICDI inh	H9c2 protect	MC4R barr agon	ABHD5 PLIN5 PPI	m5-HT2A agonist	Granule exo inh	MC4R antagonist
CC1CCC2(CC1)NC(=O)N(Cc1nc(-c3ccccc3)no1)C2=O (stereo unspecified)	102	-4	6	x	2	-0.8	1	-4	-2	9
Nc1cc(N)nc(SCC(=O)Nc2cccc(S(=O)(=O)N3CCCCC3)c2)n1	97	1	0	-2	-11	1.8	-3	3	-4	3
CCC(=O)Nc1ccc(-c2ccc(NC(=O)CC)c(OC)c2)cc1OC	92	11	1	-5	-9	2.2	-5	2	-2	0
COC(=O)[C@@]1(Cc2ccc(OC)cc2)[C@H]2c3cc(C(=O)N4CCCC4)n(Cc4ccc(OC(F)(F)F)cc4)c3C[C@H]2CN1C(=O)c1ccccc1	114	x	x	-7	x	x	18	-1	5	x
CC(C)CC(=O)Nc1ccc2c3c(cccc13)CC2	98	12	0	-5	0	-2.5	-2	3	-4	12
CN(C)c1ccc(/C=N/NC(=O)C(=O)N2CCCCCC2)cc1	97	2	-2	-7	1	3.1	-3	7	-9	14
Cc1ccc(Oc2nc3ccccc3n3c(C)nnc23)cc1	103	-5	4	-7	3	-2.0	0	1	-1	-5
CCCOc1ccc(C(=O)NCCC(=O)NCCCC(=O)O)cc1	98	0	0	-2	4	0.3	6	6	-1	9
O=C(CSc1nnc(CN2CCOCC2)n1-c1ccc(Cl)cc1)N1CCc2ccccc21	86	4	1	x	19	-1.1	8	2	2	-2
Cn1c(SCC(=O)N2CCCc3ccccc32)nnc1-c1c[nH]c2ccccc12	97	11	4	-7	-4	-0.8	8	-1	-4	11
COCCn1c(C)cc(C(=O)COC(=O)c2ccc([N+](=O)[O-])o2)c1C	100	-1	-6	-5	17	-1.2	4	3	17	6
CC(NC(=O)C1CCN(c2nnc(-n3cccc3)s2)CC1)C12CC3CC(CC(C3)C1)C2 (stereo unspecified)	99	0	1	x	-7	-0.5	4	6	-1	-7
COc1ccc(NC(=O)C2CCN(Cc3cnn(-c4ccccc4)c3-n3cccc3)CC2)cc1OC	103	-1	3	x	-19	-0.6	-6	-8	7	-3
COc1ccc(N(CC(=O)Nc2cccc(C)c2)S(=O)(=O)c2c(C)noc2C)cc1	100	-1	1	-3	-2	-1.2	-6	-4	17	7
CC1CCCC(NC(=O)Nc2cccs2)C1C (stereo unspecified)	97	-3	0	-4	0	0.3	-2	5	-4	3
Cc1nn(-c2ccc(F)cc2)c(Cl)c1/C=C1\C(=O)Nc2ccccc21	99	-9	12	-5	-2	1.9	-5	1	-3	-6
COCC(=O)Nc1c(C(=O)Nc2ccc3c(c2)OCCO3)oc2ccccc12	98	4	-10	-19	28	0.3	3	-2	-1	-10
Cc1ccc(N(C(=O)c2ccc(S(=O)(=O)N(C)C)cc2)C2C=CS(=O)(=O)C2)cc1 (stereo unspecified)	90	3	0	-5	0	-2.0	2	-1	-4	-3
c1ccc(N2CCN(c3nc4cc5c(cc4s3)OCCO5)CC2)cc1	92	5	-3	-4	-5	-1.3	4	7	-1	2
Cc1ccc(S(=O)(=O)Nc2nc3cc(C)c(C)cc3[nH]2)cc1	97	-1	-1	-4	-10	-1.4	3	3	0	4
O=c1nc(-c2ccccc2Cl)c2cc(F)ccc2[nH]1	97	5	2	-6	6	-0.8	0	7	-13	-8
CCCCN(Cc1ccco1)S(=O)(=O)c1c[nH]c(C(=O)OC)c1	97	-5	1	-15	0	-0.5	-3	-1	-4	5
COCCNC(=O)CN1CCC(n2c(C)nc3cc(C(F)(F)F)ccc32)CC1	98	-2	3	-5	1	-0.2	0	1	-2	0

Exported with values under each structure: 2 of the compounds above
Every second line gives: ABCB6 inh 2, PDI inh, N-glyco inh, CaV13 ICDI inh, H9c2 protect, MC4R barr agon, ABHD5 PLIN5 PPI, m5-HT2A agonist, Granule exo inh, MC4R antagonist
O=c1nc(-c2ccccc2Cl)c2cc(F)ccc2[nH]1
  97, 5, 2, -6, 6, -0.8, 0, 7, -13, -8
COCC(=O)Nc1c(C(=O)Nc2ccc3c(c2)OCCO3)oc2ccccc12
  98, 4, -10, -19, 28, 0.3, 3, -2, -1, -10
